Compound activity from PubChem BioAssay.
D3 antag – D3 dopamine receptor (human) antagonism. P35462. D3R cells, DiscoveRx beta-arrestin luminescence, antagonist mode; active compounds read low. max response, negative = inhibition, %. 360,000 tested, 2.5% active; in the data active = max response below about -50%; inconclusive = no clear call, values can overlap the other calls; also: % is scaled to controls: 0 for no effect and ±100 for the full control effect; mostly tested at two doses, the higher about 12 µM
Target sequence (P35462 whole entry, looked up): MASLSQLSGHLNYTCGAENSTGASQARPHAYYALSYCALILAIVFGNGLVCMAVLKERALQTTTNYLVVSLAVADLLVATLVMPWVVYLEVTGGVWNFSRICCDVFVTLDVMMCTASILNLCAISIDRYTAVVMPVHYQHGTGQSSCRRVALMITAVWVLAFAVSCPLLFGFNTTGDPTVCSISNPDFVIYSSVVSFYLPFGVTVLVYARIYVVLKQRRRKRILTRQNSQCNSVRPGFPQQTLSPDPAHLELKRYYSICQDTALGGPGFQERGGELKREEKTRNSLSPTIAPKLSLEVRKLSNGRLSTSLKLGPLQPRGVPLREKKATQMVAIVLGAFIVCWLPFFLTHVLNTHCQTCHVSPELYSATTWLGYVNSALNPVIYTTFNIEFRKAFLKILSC
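Cells expressing the human receptor were seeded at 1500 cells/well, incubated overnight at 37 degrees C in 5% CO2, then exposed to library compounds with dopamine controls for 90 minutes at 37 degrees C before luminescent detection.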
TDP-43 yeast inh – TDP-43 toxicity inhibition in yeast; 410,000 tested, 1.8% active; TDP-43 expressing yeast growth rescue, BacTiter-Glo, 24 h; Potency, µM (highest dose often 46.1 µM), for inactives: at the top dose growth rescue (activation), usual class: activators; also: potency is read from the fitted curve at half-maximal effect; % of control where 0% means no effect; nearly all actives have a fitted effect of over 50% in size
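Luminescence from BacTiter-Glo reports growth of TDP-43-expressing yeast after 24 hr at 30 deg C with compound. Cells were raffinose-pregrown to mid-log, then seeded in galactose medium at OD600=0.02.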
HEK293 tox – cytotoxic in the GLP-1 receptor inverse agonist counter-screen; HEK293 cAMP-luciferase reporter cells, luminescence, 24 h; Potency, µM (doses to about 38.3 µM), without a hit: at the highest dose activity change, negative = inhibition, usual class: inhibitors; 410,000 tested, 0.13% active; AID 624418;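 also: loss of luciferase light is scored as toxicity; potency is read from the fitted curve at half-maximal effect; % is scaled to controls: 0 for no effect and ±100 for the full control effect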
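Compound-treated cells are incubated 24 hr at 37 deg C under 5% CO2 after a 12 hour attachment period, then luciferase detection reagent is added and luminescence is measured following 12 min at room temperature; lowered signal indicates toxicity.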
aSyn yeast inh – alpha-synuclein toxicity inhibition in yeast; Yeast expressing alpha-synuclein, growth rescue, BacTiter-Glo, 24 h; Potency, µM (series often up to 46.1 µM), for inactives: at the top dose growth rescue (activation), hits mostly activators; 370,000 tested, 0.14% active; also: potency is read from the fitted curve at half-maximal effect; % of control where 0% means no effect; nearly all actives have a fitted effect of over 65% in size
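Galactose-induced alpha-syn yeast (OD600=0.02, raffinose-pregrown) + pinned cpd, 24 hr, 30 deg C; growth by BacTiter-Glo luminescence. Growth restoration scores as activation.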
PTHR1 ag – PTHR1 (human) receptor agonism. Q03431. HEK293 GP2 PTHR1 cells, GloSensor cAMP luminescence, 1 h. Potency, µM (doses to about 115 µM), for inactives: at the top dose activation, usual class: activators. 410,000 tested, 0.075% active. AID 743266; also: potency is read from the fitted curve at half-maximal effect; nearly all actives have a fitted effect of over 55% in size; some results filed as inactive show a strong effect at the top dose; inactives centre near -15; many of its hits are not listed in these tables
Target sequence (Q03431 whole entry, looked up): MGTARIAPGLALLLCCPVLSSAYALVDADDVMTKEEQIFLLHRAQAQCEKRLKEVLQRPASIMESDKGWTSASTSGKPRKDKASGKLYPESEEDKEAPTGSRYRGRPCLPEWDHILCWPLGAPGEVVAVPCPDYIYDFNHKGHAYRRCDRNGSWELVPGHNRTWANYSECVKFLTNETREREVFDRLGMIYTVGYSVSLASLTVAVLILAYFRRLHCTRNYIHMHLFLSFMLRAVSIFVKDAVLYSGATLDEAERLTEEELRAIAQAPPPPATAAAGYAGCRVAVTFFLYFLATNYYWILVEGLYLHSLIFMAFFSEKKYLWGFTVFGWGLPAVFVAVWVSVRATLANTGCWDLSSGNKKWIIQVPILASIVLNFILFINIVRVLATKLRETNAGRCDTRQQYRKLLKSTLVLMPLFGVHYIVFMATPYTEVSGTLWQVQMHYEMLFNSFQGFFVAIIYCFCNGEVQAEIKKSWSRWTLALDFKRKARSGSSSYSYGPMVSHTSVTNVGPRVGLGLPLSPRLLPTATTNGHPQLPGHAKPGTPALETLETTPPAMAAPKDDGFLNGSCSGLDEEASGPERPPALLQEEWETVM
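HEK-293-derived GP2 cells expressing PTHR1 and a GloSensor cAMP reporter, 3,000/well, plated overnight, given luciferin plus IBMX (each 0.5 mM as added) for 1 h at 37 °C, then compound for 1 h at 37 °C. Luminescence was read after 15 min at room temperature.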
GLP1R inv ag – inverse agonists of human GLP-1 receptor; P43220; HEK293 GLP-1R CRE-luciferase, luminescence, 24 h; GLP-1R form is constitutively active; Potency, µM (titrated, usually from 38.3 µM), for the others: at the highest dose activity change, negative = inhibition, most hits filed as inhibitors; 410,000 tested, 1.6% active; AID 624417; also: potency is read from the fitted curve at half-maximal effect; % is scaled to controls: 0 for no effect and ±100 for the full control effect; nearly all actives have a fitted effect of over 55% in size
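Using stably transfected HEK293 (constitutively active GLP-1R, cAMP-luciferase reporter), compounds were incubated 24 hr and luciferase measured by luminescence.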
D3 ag – agonists of human D3 dopamine receptor | 410,000 tested, 0.58% active | max activation, % | D3R DiscoveRx beta-arrestin cells, luminescence, 90 min; in the data active = max activation above about 30%; also: 0% is about no effect; mostly tested at two doses, the higher about 12 µM
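Agonist mode: compounds and dopamine controls were applied to plated cells for 90 min at 37 degrees C after an overnight attachment at 1500 cells/well. Luminescent read-out followed 30 - 60 minutes at room temperature with DiscoveRx detection reagent.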
KB-V1 MDR tox – KB-V1 MDR subline cytotoxicity. KB-V1 MDR cells viability, CellTiter-Glo, 72 h. Potency, µM (top dose mostly 46.1 µM), for inactives: at the highest dose activity change, negative = cytotoxicity, most hits filed as cytotoxic. 400,000 tested, 3.4% active; also: potency is read from the fitted curve at half-maximal effect; % is scaled to controls: 0 for no effect and ±100 for the full control effect; nearly all actives have a fitted effect of over 60% in size
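Readout: CellTiter-Glo luminescence, 10 min after addition. Cells: KB-V1 MDR subline, 72 h at 37 degrees C with compound. Analysis: corrected, normalized data fitted to concentration-effect curves.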
GLP1R ag – GLP-1 receptor (human) agonism; Potency, µM (top dose mostly 45.6 µM), for inactives: top-dose activation, most hits filed as activators; HEK293 GLP-1R CRE-luciferase, luminescence, 4-6 h; cells express a hypersensitive GLP-1R form; P43220; 380,000 tested, 0.007% active; AID 624172; also: potency is read from the fitted curve at half-maximal effect; % of control where 0% means no effect
Starred values were filed as active, the others as inactive; i = inactive; ? = inconclusive; · = not tested or not shown; [ ] = another dose, or the depositor's remark. Unless noted, calls follow the shape of the dose curve; as a rule, active = well fitted curve in the direction sought with a large enough effect; inconclusive = small, poorly fitted or top-dose-only effect, or another doubt; inactive = no such curve, though single readings can be large; an effect the other way counts as inactive or inconclusive. This is a subset; count on the stated rates, not on these rows.

canonical_smiles,D3 antag,TDP-43 yeast inh,HEK293 tox,aSyn yeast inh,PTHR1 ag,GLP1R inv ag,D3 ag,KB-V1 MDR tox,GLP1R ag
CCN(CC)c1ccc2cc(-c3nc(-c4ccc(OC)cc4)cs3)c(=O)oc2c1,102.1,-12.0%,·,-1.1%,i,-4.4%,33.0*,18.4µM*,-17.2%
Cc1ccccc1C1=C/C(=C(\SS/C(C(=O)c2ccc(OCC(=O)O)c(Cl)c2Cl)=C2\C=C(c3ccccc3C)SS2)C(=O)c2ccc(OCC(=O)O)c(Cl)c2Cl)SS1,-21.8,5.2%,?,-17.8%,i,?,-1.2,?,-1.8%
O=c1cc(CN2CC(O)Cc3ccc4ccccc4c32)nc2sccn12 (stereo not given),-2.4,-15.7%[0.397 µM],-15.9%,-0.2%,-3.1%,14.8%,-8.8,?,22.6%
CCOc1ccccc1/C=c1\sc2ncnn2c1=O,-18.4,?,3.3%,0.1%,-18.5%[57.5 µM],0.4%,0.8,2.5%,2.8%
CCc1nnc(NC(=O)CCN(c2ccc(C)cc2)S(=O)(=O)c2ccccc2)s1,26.5,-2.5%,-14.1%,3.6%,-14.4%,-1.8%,-1.1,0.0%,-1.2%
COCCc1nn2c(=O)cc(COC(=O)C(c3ccccc3)c3ccccc3)nc2s1,·,-9.9%,-2.6%,·,-51.2%[inhibitor],7.0%,3.2,3.9%,·
OC(c1ccc(F)cc1)c1nc(-c2ccncc2)cs1 (stereo not given),16.4,8.6%,1.2%,-0.2%,-35.9%[inhibitor],-5.6%,4.8,4.7%,-3.0%
Cc1cc(C(F)(F)F)nn1Cc1n[nH]c(=S)n1-c1ccc(F)cc1,-21.4,-7.3%,9.9%,-6.6%,i,11.2%,-7.0,24.8%,-0.6%
CCN(CC)c1ccc(C(=O)N/N=C(\C)c2cccnc2)cc1,9.7,0.5%,-3.5%,-3.8%,-14.8%,-21.0%,-0.3,?,5.4%
CCOC(=O)C1=C(C)Nc2ncnn2C1c1cccs1 (stereo not given),-0.8,-8.7%,0.0%,-5.3%,-3.7%[57.5 µM],-4.7%,-2.7,-0.6%,1.2%
CCOc1ccc(CCNC(=O)Cn2c(-c3cccs3)cc3cc(F)ccc32)cc1OCC,·,20.2%,-16.1%,·,-14.5%,?,10.9,?,0.5%
COc1cc(C(C#N)N2CCCCC2)ccc1O (stereo not given),0.0,8.5%,5.3%,-13.0%,i,16.6%,17.2,4.5%,-14.2%
O=C(/C=C/c1ccco1)N(Cc1ccccc1)C1CCS(=O)(=O)C1 (stereo not given),-18.0,-7.0%,9.0%,-2.4%,i,5.3%,11.7,-5.1%,6.1%
COC(=O)c1ccc([C@H]2Nc3ccc(S(=O)(=O)Nc4ccc(F)cc4)cc3[C@H]3C=CC[C@H]32)cc1,·,?,-0.4%,·,-34.7%[inhibitor],-12.2%,1.4,0.0%,·
Cc1cc(OC(=O)c2cc(Cl)nc3ccccc23)ccc1Cl,16.6,11.5%,2.2%,2.7%,i,31.6%,2.6,11.9%,3.6%
O=C(O)COc1ccccc1/C=N/NC(=O)c1cc2ccccc2cc1O,?,-26.2%,-6.8%,-10.1%,25.1µM*,-5.9%,-6.4,15.5%,-1.4%
CC1CCCN(C(=O)C2CCN(CC3CC=CCC3)CC2)C1 (stereo not given),?,2.3%,-6.6%,-0.1%,-42.3%[inhibitor][57.5 µM],-12.3%,-16.2,-5.5%,-1.9%
CN(C(=O)CN1C(=O)S/C(=C\c2ccc(F)cc2)C1=O)C1CCS(=O)(=O)C1 (stereo not given),2.7,-12.8%,3.6%,-3.2%,i,0.5%,2.8,?,-4.4%
COC(=O)[C@H](CC(C)C)NC(=O)CC[C@H]1O[C@@H](n2ccc(=O)[nH]c2=O)[C@H](O)[C@@H]1O,-27.8,-0.9%,5.9%,1.9%,?,27.4%,8.5,4.4%,-0.4%
Cc1ccc(Oc2ccc3c(c2)C(=O)N(c2ccc(S(=O)(=O)Nc4nccs4)cc2)C3=O)cc1,10.9,-11.0%,-0.9%,1.8%,-27.0%,-9.1%,2.8,10.5%,-0.1%
COc1ccc(S(=O)(=O)N2CCN(C(=O)NC3CCCCC3)CC2)cc1OC,1.3,-9.0%,6.4%,-1.3%,i,2.8%,-1.0,16.4µM*,-12.1%
C#CC1CCCCC1NC(=O)Nc1cnccc1C(F)(F)F (stereo not given),1.9,-20.4%,-8.0%,-3.3%,-27.0%,-11.4%,-17.9,20.1%,-2.4%
Cc1cc(C)cc(NC(=O)CSc2nnc(-c3ccccc3)n2N)c1,14.5,-15.4%,-0.8%,-3.2%,10.0%,-0.5%,-5.0,?,-1.4%
C=CCn1c(CSc2nc3ccccc3s2)n[nH]c1=S,20.5,?,-22.9%,3.8%,i,-18.8%,0.2,16.0%,2.5%
CCOC(=O)CSc1nnc(NC(=O)c2cccc(S(=O)(=O)N3CCCCCC3)c2)s1,13.1,5.2%,2.0%,0.8%,-9.2%[57.5 µM],4.7%,-0.5,?,-10.3%
CCCC(=O)NC(C)c1nc2ccccc2n1C (stereo not given),-6.1,26.5%,-0.9%,-1.8%,i,8.8%,2.1,7.1%,-0.6%
O=C(Nc1nnc(COc2ccccc2)s1)Nc1ccccc1F,30.1,-8.6%[1.82 µM],-8.0%,1.8%,i,8.9%,0.2,?,3.3%
O=C(CNC(=S)N(Cc1ccccc1Cl)C1CCCC1)NCCN1CCOCC1,2.3,25.6%,-3.8%,12.6%,i,4.7%,5.7,0.5%,-0.2%
CCn1c(SCc2ccc(C(=O)OC)o2)nnc1-c1c[nH]c2ccccc12,-4.5,0.0%,-0.6%,7.0%,-44.8%[inhibitor],-12.5%,1.2,3.6%,1.9%
COc1ccc(-c2ccc3[nH]c4c(c3c2)CCN2C[C@@H]([C@H](C)O)[C@@H](N(C)C(=O)Nc3cc(Cl)cc(Cl)c3)C[C@@H]42)cc1,-17.6,?,7.6%,-23.3%,-1.8%,?,-8.7,?,-4.9%
O=C(COc1ccccc1Cl)NCCNC(=O)c1cnccn1,-4.0,-10.3%,3.5%,-5.9%,i,3.4%,-2.2,-2.1%,12.4%
COCc1cc(C)nc(SCc2ccccc2)c1C#N,11.7,6.0%,-3.2%,-10.6%,-25.9%,?,2.2,6.4%,20.5%
CCn1c(=O)c(C(=O)CN2CCOCC2)c(N)n(Cc2ccccc2)c1=O,-13.4,-7.0%,0.5%,-2.0%,-2.5%[57.5 µM],-3.7%,-6.4,9.6%,-9.3%
CCc1cccc(C)c1Nc1c(-c2ccccc2)nc2sccn12,·,26.8%,-8.5%,·,-23.4%,?,-6.1,·,·
CC(C)CC(O)C1CCN(C(=O)CCc2nnc(-c3ccccc3)o2)CC1 (stereo not given),22.0,0.0%,2.3%,2.8%,4.1%,14.7%,-0.9,8.6%,8.3%
Cc1cc(F)ccc1-c1cc(C(=O)N2CCN(c3ccncc3)CC2)[nH]n1,-28.1,-22.3%,-5.2%,-1.1%,13.3%,?,-11.6,-10.4%,2.5%
COCCN(C(=O)c1ccccc1F)c1nc(-c2ccc(OC)cc2)cs1,-17.7,21.0%,15.4%,11.3%,-18.2%,10µM*,-4.4,-17.7%,19.1%
Cc1ccc(CNC(=O)C2CCCN(c3nc4c(C)cc(C)cc4s3)C2)cc1 (stereo not given),·,13.4%,-3.8%,·,-7.7%,3.6%,2.1,22.5%,·
Cc1cc(/C=N/NC(=O)COc2cccc3cccnc23)c(C)n1-c1ccc(O)cc1,-0.4,12.2%,0.2%,-2.2%,i,-2.4%,-5.3,16.6%,-0.9%
CS(=O)(=O)N(CC(=O)Nc1ccc2c(c1)OCCO2)Cc1ccc(Cl)cc1,0.0,10.4%,-22.0%,-5.2%,i,?,-7.3,-23.0%,-1.9%
CCOC(=O)c1cc2c(=O)n3ccccc3nc2n(CC2CCCO2)c1=NC(=O)c1ccc(OC)cc1OC (stereo not given),·,20.0%,·,·,-29.1%,15.8%,6.9,4.9%,·
COC(=O)c1cccc(N(CC(=O)NC2CCCCC2)C(=O)CNC(=O)c2cccs2)c1,-6.4,-11.9%,-0.4%,5.4%,i,12.9%,12.6,-4.8%,17.4%
NC(=O)c1nsc(C(=O)N(CC(=O)NC2CCCCC2)c2ccc(Cl)cc2)c1N,6.4,-2.3%,-6.9%,2.3%,-17.1%,1.2%,3.9,-29.0%,7.7%
CC(=O)c1c(C)[nH]c(C(=O)OCc2ccc(Br)cc2)c1C,10.6,4.6%,2.1%,-1.2%,-36.3%[inhibitor],11.3%,15.5,6.51µM*,?
O=C(NNc1nc2cc3c(cc2s1)OCO3)c1ccccc1,-2.5,4.2%,3.9%,0.2%,-24.8%,5.6%,1.2,-5.9%,1.4%
